# S-ASM inh = human S-ASM enzyme inhibition; P17405; placental ASM, HMU-PC fluorogenic substrate, 60 min; Potency, µM (titrated, usually from 57.5 µM), without a hit: at the top dose activity change, negative = inhibition, actives largely listed as inhibitors; hit rate 0.006% among 340,000; AID 504937; further: potency means the concentration at half of the fitted maximal effect
#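 qHTS format. ASM enzyme prepared from human placenta hydrolyses the fluorogenic substrate HMU-PC0 (9 uM final) over 60 min at 37 °C after a 10 min compound preincubation.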
# B2AR arrestin = agonists driving beta-arrestin recruitment to human beta2-adrenergic receptor | Potency, µM (top dose mostly 46.1 µM), inactives show at the highest dose activation, usual class: activators | beta-arrestin recruitment to beta2AR, cell-based reporter | AID 492947 | hit rate 0.02% among 330,000;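 further: potency means the concentration at half of the fitted maximal effect; 0% = DMSO controls and full agonism = EC100 isoproterenol or metaproterenol; nearly all actives have a fitted effect of over 65% in size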
# FBPA coupling cs = inhibits coupling enzyme system, counter-screen for aldolase hits | coupling enzyme system counterscreen, AmpLite Red fluorescence | activity change, negative = inhibition, % at 58.2 µM, hits read low | hit rate 0.67% among 290,000; in the data active means activity change below about -30%; further: on the % scale 0 is the no-effect control and ±100 the full control effect
#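 Fluorescence at 525 nm excitation and 598 nm emission measured inhibition of the coupled detection system without aldolase. Compounds (at 57.5 uM final) were preincubated 10 min at room temperature with coupling enzyme reagent before a 20 min substrate/AmpLite Red step.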
# Menin-MLL TR inh = displaces Texas Red mutant MLL peptide from human menin. hit rate 0.23% among 270,000. O00255. Menin + Texas Red MLL mutant peptide, fluorescence polarization. Potency, µM (highest dose often 61.6 µM), for the others: at the top dose FP activity change, negative = inhibition, actives largely listed as inhibitors. AID 1768; active means well fitted inhibition curve with a large enough effect in the polarisation, with a control signal flat, not every such curve was filed as active; inconclusive means small, poorly fitted or top-dose-only effect, or effect the other way, or a change in a side signal; inactive means no such curve, though single readings can be large or run the other way; the % refers to the polarisation; further: potency means the concentration at half of the fitted maximal effect; % of control where 0% means no effect; many of its hits are not listed in these tables
# GALK inhibitor = galactokinase (human) inhibition. Potency, µM (highest dose often 57.5 µM), for the others: top-dose activity change, negative = inhibition, hits mostly inhibitors. Purified GALK, Kinase-Glo residual ATP luminescence. hit rate 0.007% among 270,000. P51570; further: potency means the concentration at half of the fitted maximal effect; on the % scale 0 is the no-effect control and ±100 the full control effect
#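 5 nM enzyme, 35 uM ATP, 100 uM galactose, 20 mM HEPES pH8.0, 5 mM MgCl2; 1 h RT; residual ATP by Kinase-Glo Plus luminescence, qHTS format.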
# PKM2 activator = PKM2 (human) enzyme activation; P14618; purified PKM2, Kinase-Glo ATP luminescence, activation; response scale: 0% is enzyme alone, no compound; Potency, µM (doses to about 57.5 µM), without a hit: at the highest dose activation, most hits filed as activators; hit rate 0.34% among 260,000; further: potency means the concentration at half of the fitted maximal effect; on the % scale 0 is the no-effect control and ±100 the full control effect; nearly all actives have a fitted effect of over 55% in size
# Target sequence (P14618 whole entry, looked up): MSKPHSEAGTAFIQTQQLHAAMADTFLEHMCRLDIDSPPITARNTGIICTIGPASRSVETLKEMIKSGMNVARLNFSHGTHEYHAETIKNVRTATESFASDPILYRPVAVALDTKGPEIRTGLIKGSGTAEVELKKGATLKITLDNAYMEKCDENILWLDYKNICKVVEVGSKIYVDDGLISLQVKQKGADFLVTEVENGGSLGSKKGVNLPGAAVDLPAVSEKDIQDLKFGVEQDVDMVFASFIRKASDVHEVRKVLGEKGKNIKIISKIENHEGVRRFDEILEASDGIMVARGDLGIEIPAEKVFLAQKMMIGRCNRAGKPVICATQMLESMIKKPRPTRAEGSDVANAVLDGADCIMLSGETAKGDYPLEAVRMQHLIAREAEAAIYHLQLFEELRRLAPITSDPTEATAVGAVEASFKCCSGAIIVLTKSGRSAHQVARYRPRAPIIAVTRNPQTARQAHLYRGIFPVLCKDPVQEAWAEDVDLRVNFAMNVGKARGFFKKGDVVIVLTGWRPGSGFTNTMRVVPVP
#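 ATP formation by purified human PK-M2, quantified via coupled luciferase luminescence after 1 h at room temperature with 0.1 mM ADP and 0.5 mM PEP final.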
# Giardia killer = kills Giardia lamblia. hit rate 0.15% among 340,000. AID 540267. activity change, % at 7.66 µM, hits read low. Giardia lamblia trophozoite viability; in the data active means activity change below about -80%; inconclusive means between about -30% and that limit;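 further: parasites exposed to compound for two days anaerobically before the ATP read; on the % scale 0 is the no-effect control and ±100 the full control effect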
#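 Luminescent ATP signal served as the viability read-out, measured 15-30 min after adding ATP detection reagent to trophozoites that had been incubated with compounds for 48 hrs at 37 deg C anaerobically at 100 cells/well.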
# Integrin act MD = integrin-mediated muscular dystrophy alleviation activation; Potency, µM (highest dose often 38.3 µM), for the others: at the top dose activation, usual class: activators; alpha7betagal myoblasts, beta-gal FDG fluorescence, 48 h; hit rate 0.064% among 350,000;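 further: potency means the concentration at half of the fitted maximal effect; 100% = response of the positive control SU9516; nearly all actives have a fitted effect of over 60% in size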
#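 Alpha7betagal+/- myoblasts (passage 13) were plated 16-24 hr, then exposed to compounds (1:260 dilution of DMSO stock) for 48 hours at 37C. After MPER lysis, β-galactosidase reporter activity was read as FDG fluorescence (ex 480/em 540) after 30 minutes.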
# Chronic BCR inh = chronic active BCR signaling inhibition. ABC-DLBCL IkBa-CBG/CBR reporter, luminescence ratio, 4 h. Potency, µM (series often up to 46.1 µM), for the others: top-dose ratio change, negative = lower green/red ratio, hits mostly inhibitors. hit rate 0.05% among 340,000. AID 493014; active means well fitted inhibition curve with a large enough effect in the signal ratio, with a control signal flat, not every such curve was filed as active; inconclusive means small, poorly fitted or top-dose-only effect, or effect the other way, or a change in a side signal; the % refers to the signal ratio;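 further: potency means the concentration at half of the fitted maximal effect; plate controls were basal doxycycline-induced cells for no effect and cells given 10 µM MG132 for full effect; MG132 reads +100%, hits lower the ratio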
#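 TMD8 ABC-DLBCL cells carrying doxycycline-inducible green luciferase fused to IkappaBalpha plus unfused red luciferase were exposed to compounds (up to 46 uM) for 4 hrs at 37C. Activity came from the overlap-corrected green/red luminescence ratio.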
# PTAP TSG101 blk = blocks PTAP/TSG101 interaction to inhibit HIV-1 budding; Q99816; Fluorescence polarization, FITC-PTAP peptide / Tsg101 binding; Potency, µM (titrated, usually from 115 µM), inactives show at the highest dose activity change, negative = inhibition, actives largely listed as inhibitors; 340,000 tested, under 10 active; active means well fitted inhibition curve with a large enough effect in the main read-out, with a control signal flat, not every such curve was filed as active; inconclusive means small, poorly fitted or top-dose-only effect, or effect the other way, or a change in a side signal; inactive means no such curve, though single readings can be large or run the other way; further: potency means the concentration at half of the fitted maximal effect; % of control where 0% means no effect
# Target sequence (Q99816 whole entry, looked up): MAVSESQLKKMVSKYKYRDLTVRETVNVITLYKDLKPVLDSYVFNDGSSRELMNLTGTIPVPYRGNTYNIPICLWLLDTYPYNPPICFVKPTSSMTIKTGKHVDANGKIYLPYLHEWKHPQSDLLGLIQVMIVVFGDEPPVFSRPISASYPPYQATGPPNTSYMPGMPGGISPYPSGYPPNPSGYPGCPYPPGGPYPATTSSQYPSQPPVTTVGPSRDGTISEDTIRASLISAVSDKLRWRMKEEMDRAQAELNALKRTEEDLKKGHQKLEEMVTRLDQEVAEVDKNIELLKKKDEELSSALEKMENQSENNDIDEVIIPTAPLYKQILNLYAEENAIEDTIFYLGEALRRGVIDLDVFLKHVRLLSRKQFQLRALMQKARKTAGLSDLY
#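 Compounds were pin-transferred onto Tsg101 binding domain (10 uM final) in HEPES pH 7.5 buffer, then FITC-PTAP peptide was added at 50 nM final. After 20 min at RT, polarization reported peptide displacement across a qHTS concentration series.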
# Tb PFK inh = T. brucei PFK enzyme inhibition | Potency, µM (top dose mostly 57.5 µM), for inactives: at the highest dose activity, negative = inhibition, hits mostly inhibitors | T. brucei PFK, ADP-Glo luminescence | O15648 | AID 485367 | hit rate 0.17% among 330,000;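 further: potency means the concentration at half of the fitted maximal effect; 0% = uninhibited 1x PFK enzyme wells and -100% = no-enzyme wells; nearly all actives have a fitted effect of over 60% in size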
#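 Luminescent ADP detection (ADP-Glo, two-step: ATP depletion then ADP-to-ATP conversion for luciferase) reported PFK activity after 45 min room-temperature reaction of 1.25 nM enzyme with 0.5 mM F6P and 0.1 mM ATP at pH 8.0.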
# Active calls of the source: *; i = inactive; ? = inconclusive; nt = not tested or not shown; & = joins results of further samples; [ ] = remark or other dose. Unless noted, the call rests on the fitted dose curve; in most records, active means well fitted curve in the direction sought with a large enough effect; inconclusive means small, poorly fitted or top-dose-only effect, or another doubt; inactive means no such curve, though single readings can be large; an effect the other way counts as inactive or inconclusive. An excerpt (hit frequency here may not be typical).
SMILES,S-ASM inh,B2AR arrestin,FBPA coupling cs,Menin-MLL TR inh,GALK inhibitor,PKM2 activator,Giardia killer,Integrin act MD,Chronic BCR inh,PTAP TSG101 blk,Tb PFK inh
CSc1ccccc1NC(=O)c1cc(-c2ccc3c(c2)OCO3)on1,4%,-0.6%,3,8%,6%,4%,-12,?,?,4%,1%
Cc1cc(C)c(OCCCNC2CCCC2)c(Br)c1,-1%,0.0%,0,-27%,2%,0%,-26,-57%,-15%,-2%,-3%
CCCCNC(=S)Nc1ccc(-c2nc3ccc(C)cc3s2)cc1,134%[activator],-0.7%,1,4%,nt,5%,-26,1%,3%,1%,3%
CCCCC(CC)C(=O)Nc1ccc(Nc2ccccc2)cc1 (stereo not given),-5%,-1.0%,-4,?,-1%,-2%,-18,-12%,-1%,-1%,0%
Cc1ccc2nc(SCC(=O)NCCCN3CCCC3=O)[nH]c2c1,-1%,-0.1%,nt,nt,nt,nt,11,23%,3%,0%,-3%
COc1ccc(Cl)cc1S(=O)(=O)Oc1ccc(NC(C)=O)cc1,-1%,-0.5%,2,10%,-2%,1%,-15,19%,-3%,-6%,-4%
CC1Cc2nc(SCC(=O)Nc3ccc(F)cc3F)n(C)c(=O)c2S1 (stereo not given),-3%,-0.4%,7,2%,3%,19%,-5,0%,?,-15%,-3%
O=C(NC1CCCC1)C(c1ccc(N2CCOCC2)cc1)N(Cc1ccco1)C(=O)c1ccco1 (stereo not given),0%,-1.1%,4,-11%,-3%,6%,-5,-28%,3%,-1%,3%
COc1cc(OC)c2cc(C(=O)N[C@@H](Cc3ccccc3)C(=O)O)n(C)c2c1,-1%,-0.5%,-3,5%,-3%,nt,6,0%,0%,-6%,1%
Cc1ccc(S(=O)(=O)N(Cc2c(F)cccc2Cl)C(=O)N2CCN(C)CC2)cc1,0%,0.0%,nt,nt,nt,nt,3,14%,-2%,-2%,4%
CNC(=S)N(CCc1c(C)[nH]c2ccc(OC)cc12)Cc1cc(OC)c(OC)c(OC)c1,-1%,-0.8%,-4,8%,nt,0%,-1,23%,-16%,-4%,-1%
CC(C)(C)C(=O)Nc1ccc(C(=O)COC(=O)c2ccccn2)cc1,6%,3.9%,nt,nt,nt,nt,-16,13%,1%,-6%,0%
CCCCN(C(=O)c1cc2c(s1)CCC2)c1c(N)n(CCC)c(=O)[nH]c1=O,3%,-0.2%,nt,nt,nt,nt,4,5%,2%,-1%,-24%
CN(CC(=O)Nc1ccc(N2CCOCC2)cc1)C(=O)CSc1ccc(F)cc1,5%,-1.0%,nt,nt,nt,nt,5,30%,6%,-2%,-5%
COCCCNC(=S)Nc1cccc2ncccc12,0%,-0.3%,-33*,-3%,0%,1%,11,-3%,3%,-3%,0%
Cc1nn(-c2ccccn2)c2c1C(c1ccncc1)C1=C(CC(C)(C)CC1=O)N2 (stereo not given),88%[activator],-0.9%,2,-8%,0%,-2%,15,0%,?,-2%,-2%
O=c1[nH]c2ccc(S(=O)(=O)N3CCCCC3)cc2[nH]1,2%,0.9%,-2,7%,2%,-5%,-15,-2%,0%,-4%,2%
O=C1NC(c2ccccc2)=C(c2nc3ccccc3s2)C(c2ccc(O)cc2)N1 (stereo not given),-4%,-0.5%,1,25%,-4%,-5%,-6,-6%,-15%,nt,0%
CN(C)c1ccc(NC(=O)c2ccc(COc3cccc(Cl)c3)o2)cc1,-12%,0.0%,-4,8%,-2%,-12%,-6,-5%,-28%,-2%,-8%
Cc1ccc2[nH]c3c(N4CCN(Cc5ccccc5)CC4)ncnc3c2c1,3%,0.0%,-1,16%,-2%,-3%,18,-55%[inhibitor],?,2%,-2%
Cn1cnnc1SCC(=O)c1ccc(OC(F)F)cc1,-1%,0.5%,3,-11%,1%,1%,-13,-6%,13%,-9%,-6%
O=S(=O)(c1ccc2c(c1)OCCO2)N1CCC(c2nc3ccccc3s2)CC1,-1%,-1.4%,1,-11%,4%,12%,12,12%,-2%,1%,7%
O=C(c1ccc([N+](=O)[O-])cc1[N+](=O)[O-])n1cnc2ccccc21,2%,-1.1%,-20,?,9%,nt,-3,-24%,8%,6%,-3%
N#Cc1ccc(N2CCN(c3ccc(F)cc3)CC2)cc1,4%,-0.4%,0,3%,0%,-3%,0,-9%,?,-7%,-9%
CCOCCCN1CC(=O)N2[C@@H](Cc3c([nH]c4ccccc34)C2(C)C)C1=O,-5%,-0.9%,0,11%,6%,nt,-12,23%,-5%,1%,7%
CC(C)OC(=O)c1c(-c2ccc(C(C)C)cc2)csc1NC(=O)C1CCCO1 (stereo not given),?,-0.7%,2,-20%,4%,-1%,-19,-45%[inhibitor],7%,0%,1%
O=C(NCC(c1ccco1)N1CCN(c2ccccc2)CC1)OCc1ccccc1 (stereo not given),2%,4.1%,3,-1%,-3%,3%,7,2%,?,0%,-5%
Cc1ccc(-c2cc(C(F)(F)F)c(C#N)c(=O)[nH]2)cc1,i,-0.1%,2,5%,0%,-1%,-8,25%,?,1%,0%
C/C=C/c1cc(CN2CCN(c3ccccc3)CC2)c(O)c(OC)c1,2%,0.2%,-3,-19%,0%,-5%,5,-10%,2%,-3%,0%
Cc1sc2nc(CSC(C)C(=O)Nc3cc(S(C)(=O)=O)ccc3Cl)[nH]c(=O)c2c1C (stereo not given),6%,0.4%,nt,nt,nt,nt,-10,20%,-1%,3%,-2%
CCN1CCN(C(c2ccccc2OC)c2nnnn2C2CCCCC2)CC1 (stereo not given),2%,-0.5%,0,-13%,-5%,-6%,4,5%,-4%,-1%,-1%
O=C(CCn1c(=O)[nH]c2ccsc2c1=O)N1CCc2ccccc2C1,5%,-0.1%,1,6%,0%,-15%,-12,23%,5%,-4%,-7%
N=C(N)SCc1cccc2ccccc12,0%,-1.0%,0,-9%,2%,2%,14,-31%,?,-4%,-18%
O=c1c2ccccc2c(C=NCCc2ccccc2)c(O)n1Cc1ccccc1,-10%,0.0%,0,nt,-4%,1%,28,-1%,?,-2%,1%
Brc1cc(Br)c2nc(-c3ccc(N4CCOCC4)cc3)ccc2c1,98%[activator],0.1%,-3,?,-5%,-6%,-3,11%,?,5%,8%
CCN(CC)c1ccc(/C=C/c2cc(-c3ccccc3)c3ccccc3n2)cc1,nt,-0.4%,1,nt,-4%,4%,-19,3%,13%,?,3%
CC(=O)c1cnc2c(-c3ccccc3)cnn2c1C,-9%,0.0%,6,1%,1%,16%,9,-11%,1%,-6%,-2%
Cc1c(O)ccc(/C=N/Nc2nc(-c3cccnc3)nc3ccccc23)c1O,-12%,0.6%,-1,nt,5%,-2%,-15&9,?,?,1%,-8%
Cc1ccccc1CN1[C@@H](CC2CCCCC2)COCCS1(=O)=O,-16%,0.4%,-2,0%,nt,-1%,12,-13%,11%,-4%,2%
CC(=NNC(=O)c1cc(C)nc2ccccc12)c1ccc(N2CCOCC2)cc1,1%,-0.5%,nt,nt,nt,nt,-1,11%,?,-2%,-3%
CCN1CCN(CCC(=O)Nc2ccc(Br)c(C)c2)CC1,7%,0.5%,0,-5%,0%,6%[11.5 µM],35[activator],?,1%,0%,2%
CC(=O)Nc1ccccc1C(=O)C(=O)Nc1cccc(C(=O)NCc2ccc(C)cc2)c1,nt,-0.8%,7,-1%,-1%,-5%,nt,nt,-17%,nt,0%
NS(=O)(=O)c1ccc(CCNC(=O)COC(=O)c2nc(Cl)ccc2Cl)cc1,6%,0.0%,nt,nt,nt,nt,18,-1%,8%,-1%,0%
CC/C(=N\NC(=O)COc1ccc(Br)cc1)c1ccc(OC)c(OC)c1,0%,0.4%,-4,-1%,9%,-11%,1,20%,-7%,-5%,-27%
COc1ccc(C(=O)CN2C(=O)c3ccccc3C2=O)c(OC)c1,0%,0.4%,nt,nt,4%,-8%,3,6%,-9%,-8%,1%
CC(C)(C)NC(=O)COC(=O)c1snc(C(=O)NC2CCCCC2)c1N,286%[activator],-0.2%,-2,-12%,-2%,-1%,-12,-20%,?,-7%,-7%
Cn1ncc2c(Nc3ccc([N+](=O)[O-])cc3)nc(Cl)nc21,-6%,0.0%,0,44%[activator],-1%,-5%,2,3%,?,1%,-4%
O=C(NCc1ccccc1Cl)c1cc2c(s1)CS(=O)(=O)C2,3%,-0.4%,nt,nt,-3%,nt,-22,-31%,1%,-3%,1%
Cc1noc(C)c1S(=O)(=O)N(C)C[C@H]1Oc2ccc(NC(=O)NC(C)C)cc2C(=O)N([C@H](C)CO)C[C@@H]1C,-1%,-0.2%,nt,nt,nt,nt,21,7%,-3%,-2%,0%

# Compound activity from PubChem.
